# Bioassay records deposited in PubChem by Sanford-Burnham Center for Chemical Genomics.
# TAG inh: inhibitors of triacylglycerol accumulation, primary screen, cell-based, uHTS, fluorescence, H9c2; H9c2 cells, Nile Red lipid (TAG) fluorescence; cells loaded with 200 µM oleic acid; inhibition, % at 12.5 µM; 230,000 tested, 0.66% active; AID 651582, 2012;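 active = pattern-corrected inhibition of lipid staining of at least 50% with the nuclear-stain viability signal not falling by more than 50%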;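 also: 0% = DMSO wells and 100% = triacsin C control wells; some results filed as inactive read as strong as hits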
# TAG inh DAPI viability: also measured in TAG inh; calls as there; DAPI nuclei signal change (viability), lower = more cytotoxic, %;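 whole-well DAPI fluorescence read on a plate reader as a viability signal; minus 50 percent equals half of cells still viable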
# * marks the source's active call; other numbers are inactive results. These rows are one share of the data. The share of hits here may be higher or lower than overall.
SMILES,TAG inh,TAG inh DAPI viability
CN(Cc1ccc(F)cc1)C(=O)c1cccc(S(=O)(=O)N2CCN(c3ccc(F)cc3)CC2)c1,-25.9,-6.0
CCOC(=O)CSc1ncnc2c1cnn2-c1ccc(C)cc1,-5.4,5.3
COc1ccc(-c2noc(CCCOc3ccccc3)n2)cc1OC,-18.1,4.4
CC1CC(=NNC(=O)C2COc3ccccc3O2)CC(C)(C)C1 (stereo not given),7.4,-3.7
O=C1N=c2ccccc2=C1c1sc(=S)n(Cc2ccccc2Cl)c1O,31.5,-34.6
COCC(C)N1CCC(Oc2ccc(C(=O)NCc3ccccn3)cc2)CC1 (stereo not given),5.7,5.0
CC1CCN(C(=O)CCC(=O)N2CC(C)Oc3ccccc32)CC1 (stereo not given),-3.3,-4.4
Cc1ccc(C(=O)NCCCN2CCOCC2)cc1S(=O)(=O)N1CCCCC1,7.5,-1.9
COc1ccc(CN(C(=O)CSc2nnc(-c3ccc(OC)c(OC)c3)o2)c2ccc(F)cc2)cc1,11.3,0.5
Cc1cc(C)cc(OCC(=O)NNC(=O)c2ccccn2)c1,8.9,-9.5
CC1(C(=O)N2CCN(C(=O)c3ccco3)CC2)CC1(Br)Br (stereo not given),-8.1,5.1
Cn1c(=O)c2c(ncn2CC(=O)OCC(=O)NCc2ccc(F)cc2)n(C)c1=O,11.8,3.3
Cc1ccc(C)c(S(=O)(=O)N2CCN(C(=O)c3ccc(OCc4c(C)noc4C)cc3)CC2)c1,8.5,-11.1
CN1CCc2c(c3ccccc3n2C)C1,7.4,9.0
COc1ccc(C2=NN(C(=O)CCC(=O)O)C(c3ccccc3F)C2)cc1 (stereo not given),6.2,-4.8
COc1ccccc1NC(=O)CCC(=O)OCc1ccc(Br)cc1,-8.0,4.6
CCCC(=O)Nc1nnc([C@H]2C[C@H](O)[C@@H](CO)O2)s1,-18.6,3.4
O=C1c2cccnc2C(Nc2cccc(F)c2)N1Cc1ccco1 (stereo not given),9.7,3.5
Nc1cc(C(=O)OCC(=O)NCCC2=CCCCC2)ccc1Cl,-44.5,-7.9
OC[C@@H]1CN(Cc2ccc(Cl)cc2)C[C@H](n2cnc3c(NCc4ccco4)ncnc32)O1,10.2,-4.6
CC(C)(C)c1ccc(C(=O)N2CCC2(C)C(=O)Nc2cccc3ccccc23)cc1 (stereo not given),-14.8,3.8
CCN(CC(=O)Nc1ccccc1OC)C(=O)CCOc1ccc(C(C)(C)C)cc1,30.9,-9.5
CCn1nnnc1SCC(=O)c1ccc(C)cc1C,-7.5,8.5
Cc1nnc2sc(SCC(=O)Nc3ccc(Br)cc3)nn2c1=O,-6.7,9.8
O=C(O)c1ccc(N=Cc2c(O)ccc3oc4c(c23)CCCC4)cc1,7.0,-11.3
O=C(O)c1ccc(Cl)cc1NC(=O)C1CCN(S(=O)(=O)c2cccs2)CC1,7.6,-0.3
CCCCCc1cc(=O)oc2c(C(CCN3CCN(c4ccccc4)CC3)c3ccc(N(C)C)cc3)c(OC)cc(OC)c12 (stereo not given),73.1*,-2.5*
CN(C)c1ccc(CNC(=O)C2CCC(CNc3c(N4CCCCC4)c(=O)c3=O)CC2)cc1 (stereo not given),3.7,-0.2
COc1ccc(C2CC(=O)C3=C(C2)Nc2ncnn2C3c2ccccc2C)cc1 (stereo not given),-7.0,14.1
S=C(NCCC(c1ccccc1)c1ccccc1)Nc1ccccc1Cl,5.0,5.1
COc1ccnc(Oc2cccc(C(F)(F)F)c2)c1C(=O)N/C=N/OCc1ccccc1F,-20.2,4.2
CCC1CCCCN1C(=O)CCn1c(=O)oc2ccccc21 (stereo not given),-5.2,-7.8
O=C(c1cccc(OCc2ccccc2)c1)N1CCOCC1,8.8,-10.1
Cc1cccc(Oc2ccccc2NC(=O)CSCC(=O)Nc2cc(C)on2)c1,-5.1,1.6
NC(=S)NN=C(Cc1ccccc1)Cc1ccccc1,29.8,-2.5
Cc1cc(C)n(C(=O)c2cccc(S(=O)(=O)N3CCOCC3)c2)n1,1.0,-5.1
O=C(CSc1n[nH]c(-c2cccs2)n1)N1CCCC1,2.7,-0.4
Nc1nnc(C(c2ccccc2)c2ccccc2)s1,-10.1,3.8
COc1ccccc1C(=O)C1CCCN(C(=O)C2CCCC2)C1 (stereo not given),-5.6,12.3
COc1ccccc1C(=O)NC(=O)COC(=O)c1ncc(Cl)c(Cl)c1Cl,4.4,-5.4

# Four neighbouring compounds out of the list so far, for reference:
SMILES,TAG inh,TAG inh DAPI viability
O=C(CSc1n[nH]c(-c2cccs2)n1)N1CCCC1,2.7,-0.4
Nc1nnc(C(c2ccccc2)c2ccccc2)s1,-10.1,3.8
COc1ccccc1C(=O)C1CCCN(C(=O)C2CCCC2)C1 (stereo not given),-5.6,12.3
COc1ccccc1C(=O)NC(=O)COC(=O)c1ncc(Cl)c(Cl)c1Cl,4.4,-5.4

# Back to the main list, starting 3 compounds before the break.
SMILES,TAG inh,TAG inh DAPI viability
Nc1nnc(C(c2ccccc2)c2ccccc2)s1,-10.1,3.8
COc1ccccc1C(=O)C1CCCN(C(=O)C2CCCC2)C1 (stereo not given),-5.6,12.3
COc1ccccc1C(=O)NC(=O)COC(=O)c1ncc(Cl)c(Cl)c1Cl,4.4,-5.4
CC(=O)Nc1ccc(S(=O)(=O)NNC(=O)C(=O)NNc2ccccn2)cc1,6.4,-6.3
CC(C)c1ccc(Nc2ncc3c(n2)CCN(C(=O)Nc2ccc(F)c(Cl)c2)C3)cc1,86.8*,-4.4*
S=C(NC1CCCCC1)N1CCn2cccc2C1c1ccncc1 (stereo not given),1.5,11.6
COc1ccc(-c2cc(=O)c3c(O)c(OC)c(OC)c(OC)c3o2)cc1,-1.9,-6.6
CCO[C@H]1OC(C(=O)Nc2ccccc2)=C[C@@H](c2csc3ccccc23)[C@@H]1CCCO,4.4,0.0
CCc1ccc2nc(Nc3ncc(C(C)=O)c(C)n3)nc(C)c2c1,5.0,-7.9
Cc1nn(C)c(Oc2ccccc2)c1CCNC(=O)C(C)(C)C,-1.4,5.2
O=C(NCc1cccs1)c1cc(S(=O)(=O)N2CCOCC2)c(Cl)cc1Cl,1.7,-0.1
Cn1nc(C2CC2)cc1NC(=O)C1(C)CCN1C(=O)c1ccccc1CCc1ccccc1 (stereo not given),16.2,-2.6
Cc1nc(NC(=O)CCc2ccccc2)ccc1Br,-21.3,5.2
CCN1CCN(CCOc2ccc(Br)cc2C)CC1,2.5,24.5
CC(C)(C)NC(=O)C(c1ccc(-c2ccccc2)cc1)N(C[C@H]1CC[C@@H]([C@@H]2CC[C@H](CO)O2)O1)C(=O)c1ccccc1F (stereo not given in full),12.0,-5.8
Cn1c(=O)c2c(SCc3cccnc3)nc(CC(C)(C)C)nc2n(C)c1=O,16.1,-3.1
CC(=O)Nc1ccc(S(=O)(=O)NC2C3(C)CCC(C3)C2(C)C)cc1 (stereo not given),-8.1,-5.7
COCCN(C(=O)COC(=O)c1nc(Cl)ccc1Cl)c1c(N)n(Cc2ccccc2)c(=O)[nH]c1=O,-0.6,-2.1
CCOC(=O)N1CC(=O)Nc2ccc(Br)cc2C1c1ccccc1 (stereo not given),-35.3,5.8
O=[N+]([O-])c1ccccc1C=NNC(=S)NN=Cc1ccccc1[N+](=O)[O-],20.4,-9.4
COc1ccc2sc(N(CCCN(C)C)C(=O)c3ccc(S(=O)(=O)N4CCCc5ccccc54)cc3)nc2c1,12.5,8.3
Cc1cccc(OCCn2cnc(Cl)c2Cl)c1,9.4,-0.6
COc1cc(/C=C(\C(=O)O)c2ccc(S(=O)(=O)N3CCCC3)s2)cc(OC)c1,21.1,-1.6

# Sorted by length of the SMILES (rising): 3 of the compounds above
SMILES,TAG inh,TAG inh DAPI viability
Cc1nn(C)c(Oc2ccccc2)c1CCNC(=O)C(C)(C)C,-1.4,5.2
O=[N+]([O-])c1ccccc1C=NNC(=S)NN=Cc1ccccc1[N+](=O)[O-],20.4,-9.4
CC(C)(C)NC(=O)C(c1ccc(-c2ccccc2)cc1)N(C[C@H]1CC[C@@H]([C@@H]2CC[C@H](CO)O2)O1)C(=O)c1ccccc1F (stereo not given in full),12.0,-5.8

# Later entries
SMILES,TAG inh,TAG inh DAPI viability
O=C(CNC(=O)c1cccc([N+](=O)[O-])c1)OCCCC(=O)c1ccc(F)cc1,-10.0,1.9
COc1cccc(CN2c3ccc(Br)cc3C(=O)CS2(=O)=O)c1,-30.3,7.9
COCCCN1C(=O)CC(C(=O)OC)=C1C,12.5,13.4
COn1c(C)c(C(C)=O)c2c3nonc3ccc21,-20.8,7.4
O=[N+]([O-])c1ccc(-c2ccc(/C=N/Nc3nc(NCc4ccccc4)nc(N4CCOCC4)n3)o2)cc1,-2.2,16.2
CS(=O)(=O)c1ccc(C(=O)OCC(=O)NCc2cccs2)cc1[N+](=O)[O-],51.5*,-28.7*
COc1ccc(N(CCC(=O)Nc2ccccc2F)S(=O)(=O)c2ccc(C)cc2C)cc1,17.4,-7.8
CC(=O)CSc1ncnc2c1oc1ccccc12,26.2,-6.4
CC(=O)NC1(C(Cl)(Cl)Cl)Oc2ccccc2O1,26.2,-17.9
CCN(CC)c1nc2nonc2nc1N(CC)CC,-13.5,2.6
NC(=O)CSc1nnc(COc2ccccc2)n1N,-1.1,-0.3
COc1ccc(-n2ccnc2SCC(=O)Nc2cc(C)on2)cc1,-54.5,-1.1
CN(C)CCCNC(=O)CC1C[C@H](C(=O)N2CCOCC2)[C@@]2(CCC3CCCC3)c3[nH]c4ccccc4c3CCN2C1=O (stereo not given in full),16.7,-23.5
O=C(CN1CCN(c2ccc(F)cc2)CC1)c1cccs1,-11.8,18.3
O=C(Nc1ccc(N2CCOCC2)cc1)C1CCCN(S(=O)(=O)c2ccccc2)C1 (stereo not given),6.5,-3.2
COc1ccc(C(=O)N2CCOC2CNC(=O)C(=O)NCc2ccc(F)cc2)cc1 (stereo not given),7.2,-6.1
O=C(NC1CCCCCC1)C1CCN(S(=O)(=O)c2cnc[nH]2)CC1,1.6,4.5
O=C(c1ccc(NS(=O)(=O)c2ccc(F)cc2)cc1)N1CCCCC1,0.9,8.3
O=C1C=C(c2ccc(Br)c3ccccc23)C[C@@H](c2ccc3c(c2)OCO3)C1,-14.4,-4.1
COC(=O)C(NC(=O)c1ccccc1)C(C)(C)SCc1ccccc1 (stereo not given),-13.2,-0.5

# Full records from above:
# O=C(NC1CCCCCC1)C1CCN(S(=O)(=O)c2cnc[nH]2)CC1 is listed as TAG inh: 1.6; TAG inh DAPI viability: 4.5
# O=C(c1ccc(NS(=O)(=O)c2ccc(F)cc2)cc1)N1CCCCC1 is listed as TAG inh: 0.9; TAG inh DAPI viability: 8.3

# Carrying on.
SMILES,TAG inh,TAG inh DAPI viability
CN(Cc1ccccn1)C(=O)c1ccc2nc(Cc3cccc(Cl)c3)oc2c1,13.5,-14.7
OCCC1CN(CC2CC2)CCN1Cc1ccc(F)c(F)c1 (stereo not given),15.2,1.6
COc1ccc(C2Nc3ccccc3C(=O)N2Cc2ccccc2)cc1OC (stereo not given),-0.9,6.8
Cc1ccc(C(=O)CSc2nnnn2-c2ccccc2)o1,-4.3,-1.3
Nc1c(C(=O)NCCN2CCOCC2)c2nc3ccccc3nc2n1-c1cccc(F)c1,26.2,167.5
CCOc1ccc(NC(=O)CN(C)C(=O)c2cc(S(=O)(=O)N3CCCCCC3)ccc2OC)cc1OCC,8.3,4.0
C[C@]12CS(=O)(=O)C[C@H]1SC(=S)N2c1ccccc1,0.8,-1.5
Cc1nc(SCC(=O)NCC2CCCO2)c2c(C)c(C)sc2n1 (stereo not given),-2.9,-2.4
CN(CC(=O)Nc1ccc(Cl)cc1)C(=O)c1ccc(S(=O)(=O)Nc2ccccc2)cc1,2.4,3.8
COc1cc(C(=O)Nc2ccc(C(=O)c3ccncc3)cc2)cc(OC)c1OC,3.2,10.4
Cc1onc(NC(=O)c2ccc(Cl)cc2Cl)c1Br,11.9,-2.9
O=C(Cc1cccc2ccccc12)NNC(=O)Nc1ccc(Cl)cc1,-11.1,2.6
